Screening data (PubChem)
GalR3 antag = blocks the human galanin receptor 3 | O60755 | HEK293 GalR3-CNG cAMP membrane potential fluorescence; galR3 body fused to GalR1 C-terminus | inhibition, % at 3 µM | hit rate 0.44% among 360,000 | AID 651719;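 active = inhibition above the screen-wide average plus 3 SD, cut at about 13% in these data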;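 also: forskolin and galanin both at EC90 stimulate the cells; cAMP rise reported by CNG channel membrane potential dye signal; 0% = forskolin plus galanin with DMSO and 100% = forskolin alone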
Target sequence (O60755 1-299 limits assumed): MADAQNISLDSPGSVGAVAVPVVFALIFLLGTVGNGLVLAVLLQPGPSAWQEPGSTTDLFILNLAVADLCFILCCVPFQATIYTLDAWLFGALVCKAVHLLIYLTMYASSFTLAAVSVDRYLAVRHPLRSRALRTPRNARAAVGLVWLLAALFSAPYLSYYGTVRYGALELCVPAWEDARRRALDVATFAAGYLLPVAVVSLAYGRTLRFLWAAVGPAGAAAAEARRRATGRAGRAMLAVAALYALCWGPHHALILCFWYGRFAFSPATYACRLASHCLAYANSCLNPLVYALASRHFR
MEKK2 WT-MEK5 = raises or lowers MEK5 binding to wildtype human MEKK2 PB1 domain; hit rate 1.1% among 290,000; binding response (% of control), % at 10 µM; bead flow cytometry, Alexa488-MEK5 binding to MEKK2 WT; actives lie on both sides; AID 1531; Q9Y2U5; in the data active = binding response below about 67% or above about 130%
V1R ag counter = activates human V1a receptor in oxytocin agonist counter-screen; CHO-V1R cells, Fluo-8 calcium fluorescence, agonist mode; 0% DMSO, 100% 3 nM vasopressin; activation, % at 3 µM; hit rate 0.25% among 320,000; AID 2797;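 active = activation above the mean activation of all tested compounds plus 3 SD, per screening run, cut at about 20% in these data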;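 also: signal is peak over basal fluorescence ratio across a 100 second FLIPR read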
OXTR agonist = agonists of human oxytocin receptor. AID 2435. activation, % at 3 µM. CHO-OTR cells, Fluo-8 calcium fluorescence; normalized: DMSO 0%, oxytocin 100%. P30559. hit rate 0.32% among 320,000;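 active = activation above the mean of all tested compounds plus 3 SD, cutoff set per screening run, cut at about 20% in these data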;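 also: peak over basal fluorescence ratio from a 100 s FLIPR kinetic read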
Target sequence (P30559 whole entry, looked up): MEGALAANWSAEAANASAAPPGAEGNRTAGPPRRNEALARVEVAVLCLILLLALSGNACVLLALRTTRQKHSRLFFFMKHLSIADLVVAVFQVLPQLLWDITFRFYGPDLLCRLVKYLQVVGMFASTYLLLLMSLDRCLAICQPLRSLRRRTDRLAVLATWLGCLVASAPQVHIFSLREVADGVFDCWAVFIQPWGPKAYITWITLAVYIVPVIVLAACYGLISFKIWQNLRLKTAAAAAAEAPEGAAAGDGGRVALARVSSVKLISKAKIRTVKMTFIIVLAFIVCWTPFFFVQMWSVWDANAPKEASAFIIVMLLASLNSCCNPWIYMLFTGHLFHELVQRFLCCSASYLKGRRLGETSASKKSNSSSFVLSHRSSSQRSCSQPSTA
PfM18AAP inh = PfM18AAP enzyme inhibition. recombinant PfM18AAP, H-Glu-NHMec fluorogenic cleavage. hit rate 1.2% among 290,000. AID 1822. inhibition, % at 7.35 µM;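 active = inhibition above the campaign mean inhibition over all tested compounds plus 3 SD, cut at about 28% in these data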;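 also: 0% = plate median of test compound wells and 100% = 2 mM ZnCl2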
GPR7 antag = blocks human GPR7 receptor signaling; hit rate 1.1% among 290,000; AID 1861; GPR7-expressing cells, fluorescence antagonist assay; inhibition, % at 4.4 µM; in the data active = inhibition above about 16%, passing the limit was not always enough;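 also: cells stimulated with the agonist NPW; 0% = agonist with vehicle and 100% = vehicle without agonist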
Target sequence (P48145 whole entry, looked up): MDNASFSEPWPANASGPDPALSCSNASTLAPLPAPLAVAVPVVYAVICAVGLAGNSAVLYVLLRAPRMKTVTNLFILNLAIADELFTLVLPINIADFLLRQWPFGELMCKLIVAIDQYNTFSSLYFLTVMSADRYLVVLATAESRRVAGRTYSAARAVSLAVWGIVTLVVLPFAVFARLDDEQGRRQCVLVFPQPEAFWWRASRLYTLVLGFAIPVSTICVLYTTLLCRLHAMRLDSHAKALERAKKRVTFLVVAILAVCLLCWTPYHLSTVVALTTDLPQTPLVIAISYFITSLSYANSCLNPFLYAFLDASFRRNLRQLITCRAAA
OXTR potentiator = potentiates the human oxytocin receptor response; activation, % at 3 µM; CHO-OTR cells, Fluo-8 calcium fluorescence, potentiator mode; 0% = oxytocin EC15, 100% = EC100; hit rate 0.061% among 320,000; AID 2445; P30559;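 active = activation above that plate's cutoff, the mean activation of tested compounds plus 3 SD, cut at about 6.6% in these data, passing the limit was not always enough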;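 also: 100% uses oxytocin at 75 nM as the full agonist control; some results filed as inactive read as strong as hits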
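Assay system: CHO-OTR cells, human receptor / Also added: oxytocin at about EC15, sub-maximal agonist stimulus / Dosing: single dose, 3.0 µM nominal final compound concentration / Incubation: 6 min pre-incubation, 100 s read / Technique: Fluo-8 calcium dye fluorescence / Read-out: % activation vs EC15 and EC100 oxytocin / Benchmarks: EC15 oxytocin low, 75 nM oxytocin high / Replicates: singlicate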
NALP1 yeast inh = inhibitors of NALP1 inflammasome in yeast; inhibition, % at 10 µM; AID 2071; hit rate 0.61% among 280,000; S. cerevisiae NALP1/ASC/caspase-1 growth, X-gal OD620, 72 h; in the data active = inhibition mostly above about 24%, no sharp cut-off; inactive = mostly below about 32%; also: some compounds called inactive have numbers as strong as hits
MEKK2 mut-MEK5 = signal of MEK5 binding to mutant human MEKK2 PB1 domain; bead flow cytometry, Alexa488-MEK5 binding to MEKK2 mutant; percent response, % at 10 µM; hit rate 0.35% among 290,000; AID 1530; in the data active = percent response above about 24%, passing the limit was not always enough; also: inactives centre near 1; some results filed as inactive read as strong as hits; reference of the scale not given here
The depositor's hits bear a star; . = no result given.

molecule	GalR3 antag	MEKK2 WT-MEK5	V1R ag counter	OXTR agonist	PfM18AAP inh	GPR7 antag	OXTR potentiator	NALP1 yeast inh	MEKK2 mut-MEK5
COc1ccc(OCC(=O)N2CCN(c3nnc(-c4ccccc4)c4ccccc34)CC2)cc1	-6	106	1.4	-0.4	1	-6	-1	2	3
COc1ccc2[nH]c3c(c2c1)[C@@H]1CCN2C(=O)CCC[C@H](C3)[C@H]12	4	104	1.6	1.0	5	-5	3	14	2
Cc1nnc(NC(=O)C2c3ccccc3Oc3ccccc32)s1	-2	104	1.8	3.5	12	-7	-1	-1	7
O=c1nc(-c2ccccc2)c2cc(SC(F)F)ccc2[nH]1	-12	100	-0.4	-2.2	3	-16	4	-39	3
Cc1ccc(C)c(N(CC(=O)Nc2cc(Cl)ccc2Oc2ccccc2)S(C)(=O)=O)c1	-5	99	2.9	1.3	1	3	-11	1	3
Cc1ccc(NC(=S)NNC(=O)c2ccc(N3CCOCC3)c([N+](=O)[O-])c2)cc1Cl	1	92	6.1	2.2	-6	-10	0	0	-1
CCCC(C)NC(=O)c1ccc(F)cc1 (stereo not drawn)	-3	105	-0.7	0.9	5	-12	-12	23	7
CCOP(=O)(OCC)c1nc(/C=C/c2ccccc2)oc1NCc1ccc(OC)cc1	-8	105	0.1	-1.3	-10	-3	-4	11	3
CN(C)C1=NCCN1CCC1CCCCC1	-2	.	0.1	-0.8	.	.	-7	.	.
Cc1ccc(SCC(=O)OC(C)C(=O)Nc2ccc(S(N)(=O)=O)cc2)cc1C (stereo not drawn)	-3	.	5.0	5.3	.	.	-18	.	.
COC(=O)c1ccc2c(=O)n3c(nc2c1)SCC(c1ccccc1)=N3	1	105	0.2	0.5	4	-10	-1	4	11
CC(C)(C)c1nc2c(Br)cc(Br)cc2c(=O)o1	-6	90	1.3	0.6	-12	-2	-4	24	-4
CC(=O)Nc1cccc(Oc2ncnc3scc(-c4ccc(C)cc4)c23)c1	-5	99	4.8	-0.6	2	0	-10	17	8
CS(=O)(=O)N(CC(=O)N1CCCCCC1)c1cc(Cl)ccc1Cl	-10	105	-0.1	0.3	-7	-2	2	7	2
CCc1ccccc1S(=O)(=O)Cc1ccc(C(=O)NCCc2ccccc2)o1	-7	95	2.6	1.1	3	-15	-14	10	0
COc1cccc(C(=O)C2CCCN(Cc3cccc(-n4cccn4)c3)C2)c1 (stereo not drawn)	2	96	0.3	2.4	-2	-11	1	.	-11
CCCCCCSC1=C(C#N)C(c2ccccc2)CC(=O)N1 (stereo not drawn)	0	97	-0.8	-1.8	-1	-5	-4	-12	-4
Cc1cc(C(=O)NCCCN2CCN(C3CCCCC3)CC2)n(-c2ccccc2)n1	-2	116	0.6	0.4	0	-7	-7	21	8
COc1ccc(-n2nc(C(=O)NCC(=O)N3CCN(c4ccccc4OC)CC3)c3ccccc3c2=O)c(OC)c1	3	98	0.2	-0.4	-5	1	-1	20	-2
COc1ccc(/C=N/NC(=O)c2cnccn2)c(OC)c1OC	3	100	1.9	0.7	3	-11	6	3	3
CN(C)CCn1c2c(c(SCC(=O)Nc3ccccc3C(F)(F)F)nc1=O)CCCC2	-1	.	2.9	9.1	.	.	-7	.	.
COc1ccccc1OCc1ccc(C(=O)N(C)C)o1	-3	102	1.3	1.1	-6	6	2	4	4
Cc1[nH]n(-c2ccc([N+](=O)[O-])cc2)c(=O)c1C=NCCN1CCN(C(=O)c2ccc(F)cc2)CC1	1	.	-0.5	0.1	-2	-9	1	-17	.
CCc1cc2ccccc2nc1SCC(=O)Nc1cc(C)on1	0	108	-0.8	6.5	-2	-11	-9	7	9
COc1ccc(-n2nnnc2SCC(=O)N2CCCC2=O)cc1	-1	.	0.5	0.9	.	.	0	.	.
CC(C)CCNC(=O)c1onc(CSc2ccc(Cl)cc2)c1C(=O)NCCC(C)C	-2	104	1.7	0.5	.	.	-8	1	4
CC(C)(C)c1cc(C(=O)NN)n(Cc2ccc(Cl)cc2Cl)n1	-1	92	-1.4	-1.6	-2	-7	-7	7	-5
COC(=O)CCC(=O)Nc1cc(S(=O)(=O)Nc2ccc(Cl)cc2)ccc1N1CCOCC1	-2	96	0.7	0.0	1	17	-3	.	0
Cc1ccc(-c2csc3ncnc(N4CCN(c5ccccc5O)CC4)c23)cc1	3	96	0.0	-1.0	-5	-18	-6	16	-2
OC(c1ccccc1)C1CN(Cc2ccccc2)CCC1(O)c1ccccc1 (stereo not drawn)	-7	103	0.5	2.4	-4	6	-2	4	4
COc1ccc(C(CNC(=O)COc2cccc(C)c2)N2CCCC2)cc1 (stereo not drawn)	-3	.	0.6	-0.7	.	.	-5	.	.
COc1ccc(-c2nc(SCC(=O)N3CCOCC3)n[nH]2)cc1	-3	99	-0.5	-0.2	3	-10	1	30	1
O=C(CCn1nc(-c2ccc(Cl)cc2)c2ccccc2c1=O)Nc1cccnc1	-8	93	-0.4	-2.5	13	21*	-3	20	-8
NS(=O)(=O)c1ccc(CCNC(=O)Cc2cccs2)cc1	-11	103	0.9	0.1	-1	-9	-5	11	5
O=C(NN1C(=O)CSC1=S)c1cccnc1	-2	108	-0.4	0.7	10	-7	1	.	-1
N#CCCN1CCN(S(=O)(=O)c2ccc(S(=O)(=O)N3CCOCC3)cc2)CC1	-7	100	0.2	0.3	12	10	-5	26	1
O=S(=O)(c1ccccc1)c1nc(-c2ccc(F)cc2)oc1NCC1CCCO1 (stereo not drawn)	-6	.	0.0	-1.6	.	.	5	.	.
CCOc1ccc(NC(=O)c2sc3nc(C)nc(N4CCOCC4)c3c2C)cc1	-6	93	2.9	0.1	2	-7	-11	28	-8
CN(c1ccccc1)S(=O)(=O)c1ccc(Cl)c(C(=O)Nc2ccc(N3CCOCC3)cc2)c1	3	107	-0.4	-0.8	-6	-5	-14	9	1
COc1ccc(C2(C)NC(=O)N(CC(=O)NCCC3=CCCCC3)C2=O)cc1OC (stereo not drawn)	5	103	0.2	-0.2	-5	-7	-11	-6	5
CCCn1c(=O)c2sccc2n2c(CCCC(=O)NCc3cccnc3)nnc12	-2	104	-0.1	1.0	-10	-9	4	13	2
CC(=O)Nc1cccc(NC(=O)c2cccc(-c3ccc(O)cc3)c2)c1	-7	100	1.2	1.6	3	10	-11	25	2
COc1cc(/C=N/NC(=O)CCN2CCCCC2)ccc1O	-3	97	0.5	-0.2	-13	-2	-16	5	-6
COc1ccc(CC(=O)OCC(=O)Nc2cccc(Br)c2)cc1	-3	97	1.8	-0.3	-2	-12	-6	-2	-1
Cn1nnc(NC(=O)c2cccc([N+](=O)[O-])c2)n1	-5	97	-0.6	0.4	0	-7	1	-8	-4
O=C(CSc1nnc(-c2ccco2)c(-c2ccco2)n1)c1ccccc1	13*	97	-0.4	-1.9	26	-8	-12	-12	-8
O=C(COC(=O)COc1cccc(Br)c1)Nc1c(Cl)cccc1Cl	0	105	0.7	-0.4	1	-3	-12	29	-1
O=C(N1CCOCC1)N(CCN1CCOCC1)Cc1cccc2ccccc12	-2	96	0.7	0.1	-9	7	0	18	0
NCC12CC3CC(C1)CC(c1ccc(Cl)cc1)(C3)C2	-9	155*	4.4	10	7	20	0	9	26
CC(Sc1nc2c(N)ncnc2n1CCOc1ccccc1)C(=O)O (stereo not drawn)	-13	104	1.9	1.4	-15	-2	-7	5	-2
CC(=O)c1c(C)[nH]c(C(=O)NCCC2=CCCCC2)c1C	-5	99	5.4	6.6	-1	9	-6	10	1
CCOc1ccccc1CN1CCC(Oc2ccc(C(=O)NCc3ccccn3)cc2)CC1	0	108	.	.	1	-11	.	11	2
COc1ccccc1NC(=S)NCc1ccccn1	-2	101	-0.1	-0.2	7	0	-8	10	-1
CCOC(=O)c1ccc(NC(=O)CSc2nnc(COc3ccccc3)n2C)cc1	-3	101	0.2	-0.7	-5	-6	-4	5	8
CC(C)(C)NC(=O)C(=O)NCc1ccccn1	-2	102	0.8	-0.1	12	-17	-12	3	5
CN(C)C(=O)c1ccc(NC(=O)CN2C(=O)NC3(CCCc4ccccc43)C2=O)cc1 (stereo not drawn)	-4	.	-0.3	-1.2	.	.	-1	.	.
CS(=O)(=O)N(CC(=O)NCCSCc1ccco1)c1ccc(Cl)cc1	-8	100	0.0	1.7	-5	11	4	10	3
COc1ccccc1N1C(=O)c2cccc3cccc(c23)C1=O	-8	96	-0.7	-0.4	7	1	-9	-17	2
NC(=O)c1ccc(S(=O)(=O)N2CCSCC2)cc1	-8	109	0.7	0.6	-3	-5	-1	1	2
CCCCC(=O)Nc1ccc2oc(-c3cccnc3)nc2c1	-4	99	-0.3	-0.5	-1	-6	-12	18	-4

The results go on.
molecule	GalR3 antag	MEKK2 WT-MEK5	V1R ag counter	OXTR agonist	PfM18AAP inh	GPR7 antag	OXTR potentiator	NALP1 yeast inh	MEKK2 mut-MEK5
COc1cccc(-c2noc(C3CCCN(C(=O)c4ccc(F)cc4)C3)n2)c1 (stereo not drawn)	-3	99	12	1.0	0	-10	-8	6	1
COc1cccc(-n2c(SCC(=O)c3c[nH]c4ccccc34)nc3ccccc3c2=O)c1	-1	104	0.4	1.8	1	-12	-10	13	0
C=CCC(C=C)S(=O)(=O)c1ccc(C)cc1 (stereo not drawn)	-4	95	-0.9	-2.4	-3	-11	-5	28	-2
CC1CCCCC1NC(=O)CN1CCN(Cc2ccccc2Cl)C1=O (stereo not drawn)	-1	98	0.7	-0.7	-7	1	-3	30	-3
Cc1ccccc1CNS(=O)(=O)c1ccccc1[N+](=O)[O-]	-4	99	0.4	-0.9	-3	-9	-9	-15	1
COc1ccccc1-c1nnc2n1N=C(c1ccc(O)c(O)c1)CS2	.	99	-0.6	0.0	69*	10	4	-5	-7
COc1ccc(S(=O)(=O)Cc2ccc(C(=O)NC3CCCCC3)o2)cc1	-5	97	1.3	1.0	0	-9	5	13	1
Cc1nc(NCc2ccco2)c2c(C)c(C)sc2n1	-8	108	5.2	8.9	8	0	-12	6	6
CC(c1ccccc1)c1nnc(N)s1 (stereo not drawn)	-2	89	-0.3	0.6	-14	1	-4	13	-11
O=C(NNC(=O)c1cc(Br)ccc1Cl)c1csc(N2CCOCC2)n1	-2	107	0.8	-0.1	8	-7	-1	7	8
CN(C(=O)c1cccnc1)c1nnc(-c2cccnc2)s1	-4	98	1.1	0.6	1	-3	2	-4	0
CCCCN=C1NN=C(c2cccc([N+](=O)[O-])c2)CS1	-3	104	-0.8	-2.1	1	-6	-3	6	1
CCCCOc1ccc(C(=O)NCCC(=O)NCCCC(=O)OCC)cc1	2	105	-1.3	-1.8	-3	-1	3	10	0
COc1ccc(-c2noc(N3CCCC(C(=O)Nc4ccc(F)cc4F)C3)n2)cc1 (stereo not drawn)	.	98	1.6	-0.4	-5	1	-5	8	2
